VP16 counter – Gal4-VP16 reporter inhibition counter-screen | Drosophila S2 Gal4-VP16 UAS-luciferase, luminescence, 20 h | Potency, µM (highest dose often 53.6 µM), for the others: at the top dose activity, negative = inhibition, hits mostly inhibitors | 310,000 tested, 3.5% active | AID 2546;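 further: Gal4-VP16 expression switched on by copper sulfate through the metallothionein promoter; potency means the concentration at half of the fitted maximal effect; on the % scale 0 is the no-effect control and ±100 the full control effect; nearly all actives have a fitted effect of over 50% in size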
Rab9 promoter act – activators of Rab9 promoter; 320,000 tested, 2.8% active; Potency, µM (doses to about 9.22 µM), for inactives: at the highest dose activation, negative = inhibition, most hits filed as activators; Huh7 Rab9 promoter-luciferase reporter, luminescence, 24 h; further: potency means the concentration at half of the fitted maximal effect; % of control where 0% means no effect; nearly all actives have a fitted effect of over 60% in size
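Rab9 promoter-driven luciferase in stably transfected Huh7 cells; 1500 cells/well rested 2 h, exposed to compound in DMSO for 24 h at 37 °C, 5% CO2. Luminescence read 10 min after adding luciferase reagent at ambient temperature.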
Tb PFK inh – blocks T. brucei phosphofructokinase | O15648 | T. brucei PFK, ADP-Glo luminescence | Potency, µM (top dose mostly 57.5 µM), for the others: top-dose activity, negative = inhibition, usual class: inhibitors | 330,000 tested, 0.17% active | AID 485367;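 further: potency means the concentration at half of the fitted maximal effect; 0% = uninhibited 1x PFK enzyme wells and -100% = no-enzyme wells; nearly all actives have a fitted effect of over 60% in size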
Target sequence (O15648 whole entry, looked up): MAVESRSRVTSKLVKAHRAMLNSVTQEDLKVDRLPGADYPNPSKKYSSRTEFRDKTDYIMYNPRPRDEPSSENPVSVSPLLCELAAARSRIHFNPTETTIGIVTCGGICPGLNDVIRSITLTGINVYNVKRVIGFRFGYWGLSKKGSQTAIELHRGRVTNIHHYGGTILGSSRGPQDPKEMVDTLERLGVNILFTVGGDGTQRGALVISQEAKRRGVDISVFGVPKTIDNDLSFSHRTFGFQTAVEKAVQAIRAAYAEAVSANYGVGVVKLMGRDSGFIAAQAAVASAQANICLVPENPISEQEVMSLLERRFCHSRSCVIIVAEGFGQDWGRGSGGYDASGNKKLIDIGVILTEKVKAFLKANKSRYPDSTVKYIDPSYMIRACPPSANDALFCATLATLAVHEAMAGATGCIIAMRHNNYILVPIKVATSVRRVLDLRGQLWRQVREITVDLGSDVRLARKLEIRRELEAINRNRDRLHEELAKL
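1.25 nM PFK with 0.5 mM F6P and 0.1 mM ATP in 0.1 M TEA pH 8.0, 5 mM MgCl2, incubated 45 min at room temperature; ADP measured by ADP-Glo luminescence; compounds titrated up to 57 uM.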
Coupling enz – inhibits coupling enzyme system, counter-screen for aldolase hits. coupling enzyme system counterscreen, AmpLite Red fluorescence. activity change, negative = inhibition, % at 58.2 µM, hits read low. 290,000 tested, 0.67% active; in the data active means activity change below about -30%; further: on the % scale 0 is the no-effect control and ±100 the full control effect
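Coupling enzymes only (glyceraldehyde-3-phosphate) + compound, at 57.5 uM final, 10 min RT; add substrate/coupling/AmpLite Red mix, 20 min RT; fluorescence ex 525/em 598 nm. Actives flag coupling-system interference.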
FLuc modulator – inhibits or activates purified firefly luciferase, miR-21 counter-screen | P08659 | 360,000 tested, 6.9% active | purified FLuc, Km substrates, luminescence inhibition | Potency, µM (doses to about 57.5 µM), for the others: at the highest dose activity change, negative = inhibition, usual class: inhibitors;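 further: potency means the concentration at half of the fitted maximal effect; plate controls were vehicle for no effect and reference inhibitor for full effect; nearly all actives have a fitted effect of over 55% in size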
Target sequence (P08659 whole entry, looked up): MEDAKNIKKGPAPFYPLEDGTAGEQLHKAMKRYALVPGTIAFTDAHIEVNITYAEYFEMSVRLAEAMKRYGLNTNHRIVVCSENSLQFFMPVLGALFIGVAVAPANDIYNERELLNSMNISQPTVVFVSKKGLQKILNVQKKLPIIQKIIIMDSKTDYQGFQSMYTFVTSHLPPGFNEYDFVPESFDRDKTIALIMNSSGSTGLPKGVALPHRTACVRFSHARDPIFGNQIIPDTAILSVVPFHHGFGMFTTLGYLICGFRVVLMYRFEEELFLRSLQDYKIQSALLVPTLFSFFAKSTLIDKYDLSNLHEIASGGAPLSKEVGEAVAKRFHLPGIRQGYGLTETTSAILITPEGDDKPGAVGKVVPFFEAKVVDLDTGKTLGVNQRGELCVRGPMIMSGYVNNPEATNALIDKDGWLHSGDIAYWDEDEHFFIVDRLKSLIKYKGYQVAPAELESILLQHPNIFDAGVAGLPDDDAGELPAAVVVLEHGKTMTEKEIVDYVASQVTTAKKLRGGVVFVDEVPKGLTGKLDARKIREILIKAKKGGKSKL
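Purified P. pyralis luciferase, 10 nM final, with Km-level 10 uM D-luciferin and 10 uM ATP in 50 mM Tris acetate pH 7.5, 10 mM Mg acetate, 0.01% Tween-20, 0.05% BSA; 6-point qHTS titration about 60 µM downward; luminescence read.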
Giardia killer – Giardia lamblia killing. Giardia lamblia trophozoite viability. activity change, % at 7.66 µM, hits read low. 340,000 tested, 0.15% active. AID 540267; in the data active means activity change below about -80%; inconclusive means between about -30% and that limit;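 further: parasites exposed to compound for two days anaerobically before the ATP read; on the % scale 0 is the no-effect control and ±100 the full control effect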
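Trophozoites 100 cells/well + cpd; 48 hrs, 37 deg C, anaerobic. ATPLite 1-Step added, 15-30 min RT, luminescence read (ATP-based viability).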
RORg inh – blocks mouse ROR gamma transcriptional activity; Drosophila S2 Gal4-RORgamma UAS-luciferase reporter, 20 h; Potency, µM (top dose mostly 53.6 µM), for the others: top-dose activity change, negative = inhibition, usual class: inhibitors; P51450; 310,000 tested, 5.4% active; further: potency means the concentration at half of the fitted maximal effect; on the % scale 0 is the no-effect control and ±100 the full control effect; nearly all actives have a fitted effect of over 60% in size
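Drosophila Schneider cells stably carrying a metallothionein-driven Gal4 DBD–ROR gamma fusion and a UAS-Photinus luciferase reporter were exposed to compound for 1 hr, then induced with copper sulfate (700 uM final) for 20 hr at ambient temperature before luminescence reading.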
KCNH2 3.1 block – KCNH2 3.1 (human) potassium channel inhibition; U2OS KCNH2 3.1, thallium flux FluxOr; hits give low values; activity change, % (tested at about 1.8 µM); 340,000 tested, 0.95% active; AID 720553;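 active means maximum activity change below -70%; inconclusive means maximum activity change from -70% to -50%; inactive means maximum activity change above -50%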;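 further: thallium influx rate constant from kinetic fluorescence after stimulation buffer; on the % scale 0 is the no-effect control and ±100 the full control effect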
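Kinetic fluorescence (2 min after stimulation buffer) measures Tl+ influx through KCNH2 3.1 expressed by viral transduction in U2OS cells; the rate constant is normalized against DMSO controls serving as positive and negative references.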
uPA surface inh – inhibitors of cell surface uPA generation. Potency, µM (titrated, usually from 38.3 µM), for the others: at the top dose activity change, negative = inhibition, actives largely listed as inhibitors. 330,000 tested, 0.31% active. cell surface uPA generation assay, qHTS. AID 540303; active means well fitted inhibition curve with a large enough effect; inconclusive means small, poorly fitted or top-dose-only effect; inactive means no such curve, though single readings can be large or run the other way; tested in mouse RAW 264.7 cells; further: potency means the concentration at half of the fitted maximal effect; on the % scale 0 is the no-effect control and ±100 the full control effect; nearly all actives have a fitted effect of over 55% in size
NPC1 prom act – activators of NPC1 promoter; Huh7 NPC1 promoter luciferase reporter, 24 h; Potency, µM (top dose mostly 9.22 µM), for inactives: top-dose activation, usual class: activators; 320,000 tested, 2.4% active;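 further: potency means the concentration at half of the fitted maximal effect; % of control where 0% means no effect; nearly all actives have a fitted effect of over 60% in size; reporter is driven by a mutant NPC1 promoter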
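Luminescence read-out of NPC1 promoter-driven luciferase in stably transfected Huh7 cells; compounds delivered in DMSO and left 24 h at 37C, 5% CO2, qHTS titration format.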
ELG1 genotox – inducers of genotoxicity in HEK293T ELG1-luciferase cells | HEK293T ELG1-luciferase reporter, luminescence, 16 h | Potency, µM (highest dose often 46 µM), for inactives: top-dose activity change, positive = activation, usual class: activators | 330,000 tested, 1.3% active; further: potency means the concentration at half of the fitted maximal effect; % of control where 0% means no effect; nearly all actives have a fitted effect of over 60% in size
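Genotoxic stress is detected as increased luminescence from luciferase-tagged ELG1 in HEK293T cells, measured with ONE-Glo after a 16 hr treatment at 37 °C.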
* hit, by the source's call; ? = inconclusive; / = no result given; & = joins results of further samples; [ ] = dose if it differs, or a comment. Unless noted, the call rests on the fitted dose curve; in most records, active means well fitted curve in the direction sought with a large enough effect; inconclusive means small, poorly fitted or top-dose-only effect, or another doubt; inactive means no such curve, though single readings can be large; an effect the other way counts as inactive or inconclusive.

SMILES	VP16 counter	Rab9 promoter act	Tb PFK inh	Coupling enz	FLuc modulator	Giardia killer	RORg inh	KCNH2 3.1 block	uPA surface inh	NPC1 prom act	ELG1 genotox
O=C(NC1CCCCC1)C(c1ccncc1)N(C(=O)Cn1nnc(-c2cccs2)n1)C1CCCC1 (stereo unspecified)	11%	-3%	2%	5	1%	21	14%	-4	-4%	-3%	0%
COC(=O)c1ccc(N)cc1O	1%	-4%	0%	3	0%	-16	-17%	-12	0%	3%	-2%
Cc1cc(C)nc(SC2CCOC2=O)n1 (stereo unspecified)	7%	/	/	-2	0%	7	-3%	0	10%	/	/
CCOC(=O)C1CCN(S(=O)(=O)c2ccc3c(c2)CC(C)N3C(=O)C2CCC2)CC1 (stereo unspecified)	-5%	0%	0%	1	1%	31[activator]	32%	-3	-18%	-7%	-6%
Cc1ccc(C(=O)N2N=C(CC(C)C)CC2(O)C(F)(F)F)o1 (stereo unspecified)	?	-5%	-2%	1	6%	9	?	7	3%	0%	-1%
CC(NC(=O)C1CCC1)c1ccc(Br)cc1 (stereo unspecified)	-10%	-2%	-6%	1	-3%	0	23%	8	-4%	5%	1%
O=C(c1ccsc1)N1CCCC(Nc2ccc(F)c(F)c2)C1 (stereo unspecified)	-3%	-6%	0%	-3	-3%	5	14%	8	-2%	1%	-2%
CCOC(=O)c1sc(/N=C/Nc2nc(C)c(C(=O)OCC)s2)nc1C	6%	1%	-8%	2	5%	21	27%	0	-1%	1%	?
C/C(=N\NC(=O)CNc1cccc2ccccc12)c1ccccc1	-18%	2%	2%	-1	3%	5	-43%	9	13%	6%	-11%
Cc1cc(C)nc(Nc2cccc(Cl)c2)n1	-11%	1%	0%	8	?	-18	26%	13	-3%	2%	3%
COc1ccccc1-c1nnc(SCC(=O)O)n1C	0%	7%	5%	6	0%	6	-17%	8	-2%	-14%	-2%
CCCC(c1nnnn1Cc1ccccc1)N1CCC(C(N)=O)CC1 (stereo unspecified)	5%	-2%	0%	1	-1%	-7	17%	-10	5%	6%	1%
COc1ccccc1N1CCN(S(=O)(=O)CC23CCC(CC2=O)C3(C)C)CC1 (stereo unspecified)	0%	1%	4%	7	4%	-1	16%	8	4%	-1%	-9%
O=C1NCCn2ccc(=O)cc21	-4%	-1%	0%	-3	0%	0	-2%	-3	7%	-1%	2%
O=C(O)Cc1sc(Nc2ccc(Cl)cc2)nc1-c1cccs1	-4%	3.5µM*	?	2	13µM*	-3	-24%	/	-1%	?	?

Arranged by value in NPC1 prom act (falling): some entries from above
| SMILES | NPC1 prom act |
| --- | --- |
| CC(NC(=O)C1CCC1)c1ccc(Br)cc1 (stereo unspecified) | 5% |
| O=C(NC1CCCCC1)C(c1ccncc1)N(C(=O)Cn1nnc(-c2cccs2)n1)C1CCCC1 (stereo unspecified) | -3% |
| COc1ccccc1-c1nnc(SCC(=O)O)n1C | -14% |

The listing picks up; the five compounds before the break are reprinted first.
SMILES	VP16 counter	Rab9 promoter act	Tb PFK inh	Coupling enz	FLuc modulator	Giardia killer	RORg inh	KCNH2 3.1 block	uPA surface inh	NPC1 prom act	ELG1 genotox
COc1ccccc1-c1nnc(SCC(=O)O)n1C	0%	7%	5%	6	0%	6	-17%	8	-2%	-14%	-2%
CCCC(c1nnnn1Cc1ccccc1)N1CCC(C(N)=O)CC1 (stereo unspecified)	5%	-2%	0%	1	-1%	-7	17%	-10	5%	6%	1%
COc1ccccc1N1CCN(S(=O)(=O)CC23CCC(CC2=O)C3(C)C)CC1 (stereo unspecified)	0%	1%	4%	7	4%	-1	16%	8	4%	-1%	-9%
O=C1NCCn2ccc(=O)cc21	-4%	-1%	0%	-3	0%	0	-2%	-3	7%	-1%	2%
O=C(O)Cc1sc(Nc2ccc(Cl)cc2)nc1-c1cccs1	-4%	3.5µM*	?	2	13µM*	-3	-24%	/	-1%	?	?
Cc1ccc(C)c(N2CCN(C(=O)c3ccc(NC4=NC5CS(=O)(=O)CC5S4)cc3)CC2)c1 (stereo unspecified)	-3%	3%	5%	2	3%	12	-20%	13	1%	2%	2%
COc1ccc(N2CCCn3c2nc2c3c(=O)n(Cc3ccccc3)c(=O)n2C)c(OC)c1	2%	-10%	-1%	1	-1%	6	8%	-1	4%	-8%	-6%
O=C(CCSCCC(=O)N1CCCC1)N1CCCC1	5%	-7%	-1%	3	1%	1	1%	-22	5%	-1%	-4%
CCn1cc(C(=O)O)c(=O)c2cc(S(=O)(=O)N(C)C)ccc21	1%	2%	-4%	1	5%	3	-6%	13	/	-1%	-5%
CCOC(=O)c1cnc(-c2ccccc2O)nc1Cl	18%	5%	2%	-26	?	-19	26%	-13	6%	19%	17%
CC(O)CNc1nc2c(c(=O)n(Cc3ccc(Cl)cc3)c(=O)n2C)n1C (stereo unspecified)	-6%	4%	2%	2	7%&-6%	7	21%	7	-5%	2%	0%
Cc1cccc(NC(=O)C2CCCN(C(=O)Nc3ccc(F)cc3)C2)c1 (stereo unspecified)	15%	-6%	2%	0	3%	0	2%	4	0%	-2%	-3%
Cc1nc2c(C)cccc2c(SC(=N)N)c1CC=C(Cl)Cl	5%	0%	1%	3	2%	-24	-6%	-21	5%	-3%	-1%
COCCN(CCOC)C(=S)Nc1ccccc1Cl	-1%	0%	4%	6	-1%	13	-20%	13	-6%	-2%	-1%
CN1CCN(C(=O)c2cc(Cl)cc(Cl)c2NC(=O)c2ccco2)CC1	8%	-2%	2%	1	1%	5	1%	-4	-3%	-5%	-3%
CCOC(=O)c1c(NC(=O)/C=C/C(=O)O)sc(C)c1-c1ccc(C)c(C)c1	6%	3%	-4%	17	?	14	10µM*	-23	?	-6%	-3%
FC(F)Sc1nc2ccccc2[nH]1	?	-2%	0%	1	-6%	4	13µM*	2	2%	2%	3%
COc1ccc(CC(=O)N2CCN(C(=O)c3ccco3)CC2)cc1	1%	-3%	-17%	0	3%	-6	0%	-7	11%	3%	-2%
COCC(=O)Nc1ccc(OCc2ccccc2)cc1	-11%	?	-12%	0	?	19	-4%	0	0%	?	?
CNC(=O)c1nnc(Cc2ccc(Cl)cc2)o1	1%	-9%	-4%	4	4%	-6	8%	4	-9%	1%	5%
C=CCc1c(C)nc(N2CCSCC2)[nH]c1=O	-8%	1%	0%	-1	-2%	7	5%	2	-4%	-1%	-1%
CC1CCCN(Cc2c(O)ccc3c(=O)c(-c4nc5ccccc5s4)c(N)oc23)C1 (stereo unspecified)	?	5%	0%	1	6.7µM*	5	25µM*	-20	-8%	9%	5%
O=C(COc1ccccc1)NNc1nc2c(F)cccc2s1	-2%	-2%	0%	-1	0%	20	5µM*	-2	4%	3%	1%
COc1ccc(/C=C2\SC(=O)N(CC(=O)NN3CCN(C)CC3)C2=O)cc1OC	-4%	2%	3%	0	-18%	2	-5%	10	0%	1%	4%
CCc1nnc(NC(=O)COc2ccc(N(C)S(=O)(=O)c3ccc(C)cc3)cc2)s1	-1%	3%	0%	2	-3%	23	?	-1	-15%	-6%	-7%
O=S(=O)(CCOc1ccccc1)c1nc2ccccc2[nH]1	-12%	1%	-14%	5	-3%	-15	?	2	-6%	-2%	-5%
O=C(COc1ccc2c3c(c(=O)oc2c1)CCCC3)NCCCN1CCCC1=O	12%	-5%	0%	/	-1%	8	-13%	-6	-6%	-4%	2%
COc1ccc(OCC(=O)Nc2ccc3c(c2)nc2n3CCSC2)cc1	-5%	-5%	2%	5	?	-2	1%	-1	5%	4%	0%
CC(C(=O)N1CCOCC1)N1C(=O)c2ccccc2C1=O (stereo unspecified)	-7%	-4%	0%	-2	1%	-16	15%	-30	3%	4%	-5%
N/C(=N\OC(=O)c1ccc(Cl)c([N+](=O)[O-])c1)c1ccccn1	7%	1%	-1%	3	?	-7	0%	5	-2%	-1%	14%
CCc1ccc(-n2c(C)n[nH]c2=S)cc1	?	0%	0%	3	-1%	0	10µM*	-5	2%	-1%	3%
O=C(CCCN1C(=O)CCC1=O)Nc1ccc2c(c1)OCCO2	?	9%	-5%	-1	5%[2.3 µM]	-2	0%	8	5%	2%	14%
Cc1c(Cl)cccc1NC(=S)N(Cc1ccco1)C(C)c1ccccn1 (stereo unspecified)	?	-5%	-2%	-2	2%	4	10µM*	-6	-17%	-4%	-3%

Bioassay records from PubChem BioAssay.
